Screening results from PubChem.
ATG4B inhibitor: ATG4B protease inhibitors, primary screen, biochemical, fluorescence, uHTS. inhibition, % at 8.33 µM. 340,000 compounds, 0.51% hits. ATG4B cleavage of LC3-PLA2, NBD-HPC fluorescence, 1 h; in the data active means inhibition above about 40%
mIAP activ: activators of mouse IAP, primary screen, biochemical, luminescence, uHTS; AID 2805, 2010; muIAP, CDP-Star luminescence, 30 min; stronger effect = higher value; 1 = vehicle-only enzyme signal, 0 = enzyme-free wells; 330,000 compounds, 0.24% hits; intestinal alkaline phosphatase [Mus musculus]; activation factor at 10 µM;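 active means activation factor of at least 2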; further: the source names both 10 and 20 µM as test concentration; values of inactives mirror those of a sister screen read the other way
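also added = chemiluminescent substrate CDP-Star | test system = mouse IAP enzyme | signal = chemiluminescence readout | compound = DMSO-dissolved test compounds | incubation = 30 min at room temperature | benchmarks = DMSO wells, no-enzyme wells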
Apaf1 inhib: inhibitors of human Apaf-1 apoptosome, primary screen, biochemical, DEVD-Rh110 fluorescence, uHTS; reconstituted apoptosome caspase-3 activity; Apoptotic protease-activating factor 1 (Homo sapiens), O14727; inhibition, % at 20 µM; 330,000 compounds, 0.71% hits; AID 489030, 2010; active means inhibition of at least 40% at 20 µM;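 further: plate controls were DMSO wells for no effect and DEVD-CHO caspase inhibitor wells for full effect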
Target sequence (O14727 whole entry, looked up): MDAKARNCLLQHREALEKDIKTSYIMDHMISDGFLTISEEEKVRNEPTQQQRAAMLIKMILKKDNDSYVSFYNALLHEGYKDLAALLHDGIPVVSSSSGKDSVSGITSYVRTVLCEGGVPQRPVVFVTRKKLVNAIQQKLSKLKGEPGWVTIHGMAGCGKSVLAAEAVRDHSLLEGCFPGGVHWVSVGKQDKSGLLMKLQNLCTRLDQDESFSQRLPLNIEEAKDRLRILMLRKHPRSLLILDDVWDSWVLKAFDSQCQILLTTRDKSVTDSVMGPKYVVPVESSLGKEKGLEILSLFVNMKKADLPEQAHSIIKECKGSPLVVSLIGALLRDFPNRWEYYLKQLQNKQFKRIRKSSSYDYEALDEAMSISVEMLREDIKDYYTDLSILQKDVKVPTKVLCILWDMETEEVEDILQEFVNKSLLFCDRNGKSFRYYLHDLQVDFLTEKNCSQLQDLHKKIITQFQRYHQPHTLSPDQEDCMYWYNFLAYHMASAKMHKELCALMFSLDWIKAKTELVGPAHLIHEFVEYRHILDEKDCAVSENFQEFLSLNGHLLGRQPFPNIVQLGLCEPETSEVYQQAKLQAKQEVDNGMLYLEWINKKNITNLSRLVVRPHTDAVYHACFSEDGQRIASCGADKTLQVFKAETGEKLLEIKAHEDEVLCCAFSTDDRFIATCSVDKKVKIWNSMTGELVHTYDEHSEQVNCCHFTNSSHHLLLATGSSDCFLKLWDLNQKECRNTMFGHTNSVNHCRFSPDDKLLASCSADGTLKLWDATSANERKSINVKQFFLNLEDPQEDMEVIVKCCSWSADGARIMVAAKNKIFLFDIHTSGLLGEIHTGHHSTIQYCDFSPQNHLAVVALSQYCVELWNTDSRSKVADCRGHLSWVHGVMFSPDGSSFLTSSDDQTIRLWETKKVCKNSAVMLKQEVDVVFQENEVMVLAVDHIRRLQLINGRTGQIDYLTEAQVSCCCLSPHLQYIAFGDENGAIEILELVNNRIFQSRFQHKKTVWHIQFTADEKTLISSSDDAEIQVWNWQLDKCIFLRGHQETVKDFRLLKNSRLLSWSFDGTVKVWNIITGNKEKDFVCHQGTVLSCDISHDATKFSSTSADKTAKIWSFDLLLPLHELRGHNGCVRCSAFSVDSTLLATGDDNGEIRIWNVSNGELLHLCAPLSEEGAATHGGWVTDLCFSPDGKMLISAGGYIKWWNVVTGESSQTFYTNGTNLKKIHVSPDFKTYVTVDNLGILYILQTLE
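Material: reconstituted apoptosome with Apaf-1, cytochrome c, caspase-9, procaspase-3, dATP / Buffer or medium: pH 7.5 Hepes buffer with CHAPS, BSA, DTT / Also added: cytochrome c with DEVD-Rh110 / Schedule: compound with Apaf-1, dATP, procaspase-3 30 min, then 50 min reaction, room temperature / Technique: rhodamine 110 fluorescence at Ex 480/Em 540 nm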
hIAP activ: human IAP activators, primary screen, biochemical, luminescence, uHTS. purified human IAP, CDP-Star luminescence, 30 min; stronger effect = higher value; 1 = vehicle-only enzyme, 0 = enzyme-free background. 330,000 compounds, 0.16% hits. activation factor at 10 µM. Intestinal-type alkaline phosphatase (Homo sapiens), P09923;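 active means activation factor of the enzyme at least 2-fold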; further: the source names both 10 and 20 µM as test concentration; values of inactives mirror those of a sister screen read the other way
NLRP3 yeast inh: NALP3 inflammasome inhibitors in reconstituted yeast, primary screen, luminescence, uHTS; AID 2825, 2010; 330,000 compounds, 0.39% hits; Yeast reconstituted NLRP3/ASC/caspase-1, beta-gal luminescence, 24 h; inhibition, % at 10 µM;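 active means inhibition of 50% or more; inactive means inhibition below 50%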;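 further: plate controls were induced DMSO wells for no effect and uninduced yeast grown without galactose for full effect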
hIAP block: human IAP inhibitors, primary screen, biochemical, luminescence, uHTS; purified IAP, CDP-Star luminescence, 30 min; 330,000 compounds, 0.12% hits; inhibition, % at 10 µM; Intestinal-type alkaline phosphatase (Homo sapiens), P09923; AID 2544, 2010;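 active means inhibition reaching a set limit with compound at 10 µM in the primary screen, cut at about 35% in these data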;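 further: plate controls were DMSO wells with enzyme for no effect and no-enzyme buffer wells for full effect; values of inactives mirror those of a sister screen read the other way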
tim10-1 inh: growth inhibitors of tim10-1 mutant yeast, primary screen, luminescence, uHTS | S. cerevisiae tim10-1 ts strain growth, BacTiter-Glo, 24 h | inhibition, % at 20 µM | 330,000 compounds, 2.2% hits;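 active means inhibition of at least 40%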;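 further: mutant grown at 25 °C; 0% = DMSO wells with yeast and 100% = wells holding no yeast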
TIM10 inh: growth inhibitors of isogenic TIM10 control yeast, primary screen, counter-screen for tim10-1 yeast inhibitor project, luminescence, uHTS; S. cerevisiae TIM10 strain growth, BacTiter-Glo luminescence, 24 h; 330,000 compounds, 1.4% hits; inhibition, % at 10 µM;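 active means inhibition of 40% or more at the single tested concentration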;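 further: wild-type TIM10 isogenic control strain grown at permissive 25 °C; 0% = DMSO yeast wells and 100% = minimal medium wells without yeast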
mIAP block: inhibitors of mouse IAP, primary screen, biochemical, luminescence, uHTS. AID 2806, 2010. 330,000 compounds, 0.2% hits. intestinal alkaline phosphatase [Mus musculus]. purified mouse IAP, CDP-Star luminescence, 30 min. inhibition, % at 10 µM;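 active means inhibition of at least 40% at 10 µM in the primary screen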;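 further: plate controls were DMSO with enzyme for no effect and no enzyme wells for full effect; values of inactives mirror those of a sister screen read the other way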
The depositor's hits bear a star; nt = not tested or not shown.

[1] CCOC(=O)c1sc2nc(C)nc(SCC(=O)N(CC)C3CCS(=O)(=O)C3)c2c1C (centres undefined)
[2] COc1ccc(C(=O)NCC2OCCc3ccccc32)cc1OC (centres undefined)
[3] COCCNC(=O)[C@H](CSCc1ccccc1)N1Cc2ccccc2C1=O
[4] COc1ccc(CCNC(=O)CCNC(=O)c2ccccc2Cl)cc1
[5] S=C(N=Nc1ccccc1)NNc1ccccc1
[6] CC(OC(=O)/C=C/c1cccc(F)c1)C(=O)NC1CCCCC1C (centres undefined)
[7] CCOC(=O)C1(CCc2ccccc2)CCN(Cc2cnc(N(C)C)s2)CC1
[8] O=C(OCCCC(=O)N1CCOCC1)c1ccccc1
assay / compound	1	2	3	4	5	6	7	8
ATG4B inhibitor	6	-3	-12	1	7	-10	-2	-6
mIAP activ	1	0.97	0.96	0.91	1.1	0.96	1	0.91
Apaf1 inhib	2	-2	-5	10	8	4	16	3
hIAP activ	1	0.89	0.87	0.78	1.1	1.1	1.2	0.99
NLRP3 yeast inh	5	17	16	10	15	6	23	6
hIAP block	-1	11	13	22	-8	-5	-15	1
tim10-1 inh	9	9	-3	7	14	-3	28	-3
TIM10 inh	-2	6	13	11	8	2	7	-16
mIAP block	0	3	4	9	-6	4	-3	9

[9] CS(=O)(=O)Nc1ccccc1C(=O)NCCSc1ccc(Cl)cc1
[10] COC(=O)[C@H](Cc1ccccc1)NC(=O)C1CCN(C(=O)[C@H](C)NS(=O)(=O)c2ccc(C)cc2)CC1
[11] O=C1CC(NCCC2=CCCCC2)C(=O)N1c1cccc(Cl)c1Cl (centres undefined)
[12] COc1ccc(NC(=O)C(=O)NCCN2CCN(C(=O)c3cccs3)CC2)cc1
[13] COCCNC(=O)/C(C#N)=C/c1cn(CC(=O)NCc2ccco2)c2ccccc12
[14] Cc1cc(OCc2cc(C(=O)NC3CCC3)no2)cc(C)c1Cl
[15] Cc1cccc(NS(=O)(=O)c2cccc3nonc23)c1
[16] O=C(NCc1ccccn1)c1ccc(COc2ccc(Cl)cc2)o1
assay / compound	9	10	11	12	13	14	15	16
ATG4B inhibitor	6	2	nt	-6	-1	7	-9	-5
mIAP activ	0.96	1	1	1.1	0.97	0.98	0.97	0.94
Apaf1 inhib	0	1	-7	4	6	17	-5	-21
hIAP activ	1	1.2	0.86	1.2	1	0.61	1	1.2
NLRP3 yeast inh	19	16	29	-12	11	41	19	0
hIAP block	-1	-16	14	-17	-2	39*	0	-18
tim10-1 inh	5	13	38	11	-16	18	18	7
TIM10 inh	10	11	11	13	-6	-7	18	1
mIAP block	4	-3	-3	-13	3	2	2	6

[17] O=C(Nc1cccc(NC(=O)C2C3CC4OC(=O)C2C4C3)c1)c1ccccc1 (centres undefined)
[18] Cc1ccccc1NS(=O)(=O)c1ccc(C(=O)N2CCCC(C(F)(F)F)C2)cc1 (centres undefined)
[19] Cc1nn(Cc2ccccc2Cl)c(C)c1NC(=O)CCCn1nc(C)c([N+](=O)[O-])c1C
[20] CCOC(=O)Cn1cc(C#N)c(=O)[nH]c1=O
[21] CNC(=O)COc1ccc(Cl)c2cccnc12
[22] COc1ccc(Cl)c2c1[nH]c1nc(SCc3ccccn3)nnc12
[23] Cc1nc(NC(=O)CSc2nc3cccnc3n2C2CCCCC2)sc1C
[24] CC1CCN(C(=O)CN2C(=O)c3cccc4cccc(c34)C2=O)CC1
assay / compound	17	18	19	20	21	22	23	24
ATG4B inhibitor	-10	2	-3	-1	-3	-7	-2	2
mIAP activ	1	0.98	1	0.95	1	0.89	1	0.98
Apaf1 inhib	-24	8	-19	-3	-1	-2	25	-1
hIAP activ	0.97	1.1	1.2	0.99	0.86	1	1.1	1.1
NLRP3 yeast inh	-20	16	17	8	7	16	-2	10
hIAP block	3	-13	-18	0	14	-4	-11	-14
tim10-1 inh	5	20	4	-12	5	42*	34	12
TIM10 inh	11	13	4	-4	9	26	20	0
mIAP block	-1	2	-3	5	-2	11	-1	2

Pulled one by one from the entries so far, five records:
[24] CC1CCN(C(=O)CN2C(=O)c3cccc4cccc(c34)C2=O)CC1
[23] Cc1nc(NC(=O)CSc2nc3cccnc3n2C2CCCCC2)sc1C
[21] CNC(=O)COc1ccc(Cl)c2cccnc12
[19] Cc1nn(Cc2ccccc2Cl)c(C)c1NC(=O)CCCn1nc(C)c([N+](=O)[O-])c1C
[18] Cc1ccccc1NS(=O)(=O)c1ccc(C(=O)N2CCCC(C(F)(F)F)C2)cc1 (centres undefined)
assay / compound	24	23	21	19	18
ATG4B inhibitor	2	-2	-3	-3	2
mIAP activ	0.98	1	1	1	0.98
Apaf1 inhib	-1	25	-1	-19	8
hIAP activ	1.1	1.1	0.86	1.2	1.1
NLRP3 yeast inh	10	-2	7	17	16
hIAP block	-14	-11	14	-18	-13
tim10-1 inh	12	34	5	4	20
TIM10 inh	0	20	9	4	13
mIAP block	2	-1	-2	-3	2

Next section:
[25] COc1cccc(N/C(C)=C/C(=O)c2ccc(Br)cc2)c1
[26] COc1ccc(/C=C(/NC(=O)c2ccc(OC)cc2)C(=O)NCCc2c[nH]c3ccccc23)cc1
[27] COc1cc2c(c(OC)c1OC)-c1c(cc3c(c1OC)OCO3)C1OC2[C@@H](C)[C@H]1C (some centres undefined)
[28] COc1ccc(C(CNC(=O)c2cccc(S(=O)(=O)N3CCOCC3)c2)N2CCOCC2)cc1 (centres undefined)
[29] CN(Cc1ccccc1)c1cc(Cl)nc(N)n1
[30] O=C(Cn1cnc2c(OCc3ccccc3)ncnc21)N[C@H](CO)Cc1cc2ccccc2[nH]1
[31] COc1cccc(C(=O)NC(=S)Nc2ccc([N+](=O)[O-])cc2C)c1
[32] COc1ccc(-c2oc3ncnc(NCCCO)c3c2-c2ccc(OC)cc2)cc1
assay / compound	25	26	27	28	29	30	31	32
ATG4B inhibitor	1	-13	5	-2	-23	nt	-10	-19
mIAP activ	0.9	1.1	1.1	1.1	1.1	0.98	0.7	1.1
Apaf1 inhib	20	-4	4	1	9	5	-3	12
hIAP activ	1.2	1.1	0.95	1.1	1.2	1	0.95	1.2
NLRP3 yeast inh	20	-1	2	7	-13	-5	21	17
hIAP block	-23	-12	5	-10	-20	-1	5	-24
tim10-1 inh	29	11	20	-12	19	3	16	10
TIM10 inh	2	9	16	5	-6	2	4	18
mIAP block	10	-10	-8	-8	-9	2	30	-5

[33] CCNC(=O)COC(=O)COc1ccc(Cl)cc1C
[34] Cc1cccc2c(C(=O)Nn3cnnc3)cc(-c3ccccc3Cl)nc12
[35] Cc1noc(/C=C/c2ccco2)c1S(=O)(=O)N1CCC(C(=O)NCc2ccco2)CC1
[36] O=S(=O)(Cc1ccc(Cl)cc1)N1CCN(c2ncccn2)CC1
[37] CCN1C(=O)C(CC(=O)Nc2ccc(OC)cc2)N(Cc2cccnc2)C1=S (centres undefined)
[38] CC(=O)Nc1ccccc1NC(=O)C/C(C)=N/NC(=O)C1CCCCC1
[39] COc1ccccc1OCc1nc(C#N)c(N2CCC(C(N)=O)CC2)o1
[40] CCN(CC)S(=O)(=O)c1cc([N+](=O)[O-])ccc1N=Nc1c(O)n(C)c2ccccc12
assay / compound	33	34	35	36	37	38	39	40
ATG4B inhibitor	0	18	1	6	16	-1	-13	-4
mIAP activ	1	1	0.95	0.92	0.98	0.97	1.2	0.86
Apaf1 inhib	3	-6	2	-1	4	-3	6	7
hIAP activ	1.1	1	1.1	1	1.1	1.1	1.1	0.98
NLRP3 yeast inh	12	5	16	15	5	21	-6	9
hIAP block	-11	-4	-6	0	-14	-14	-8	2
tim10-1 inh	1	6	11	-19	11	-11	11	20
TIM10 inh	-10	-19	-9	27	4	5	-4	-7
mIAP block	-4	-1	5	8	2	3	-18	14

Entries listed above that bear a hit mark in hIAP block:
entry	Compound	ATG4B inhibitor	mIAP activ	hIAP activ	NLRP3 yeast inh	hIAP block	mIAP block
14	Cc1cc(OCc2cc(C(=O)NC3CCC3)no2)cc(C)c1Cl	7	0.98	0.61	41	39*	2

Next section
[41] CCOC(=O)CC(=O)CSc1nc(-c2cccnc2)cc(C)c1C#N
[42] COc1ccc(NS(=O)(=O)c2cccc(C(=O)NNC(=O)c3cccn3C)c2)cc1
[43] O=C(CCc1nnc(C2CCCCC2)o1)NCc1ccc(F)c(F)c1
[44] CCOC(=O)c1cccc(NC(=O)CSc2nnnn2C)c1
[45] CCOC(=O)C1CCN(Cc2nc3ccccc3c(=O)n2-c2ccc(F)cc2)CC1
[46] O=C(Nc1ccc(Cl)cc1)Nc1cc([N+](=O)[O-])ccc1F
[47] COC(=O)c1ccc(CSc2ncnc3ccccc23)o1
assay / compound	41	42	43	44	45	46	47
ATG4B inhibitor	-3	-2	12	-6	10	-6	0
mIAP activ	1	0.81	1.1	0.95	1.1	0.81	0.88
Apaf1 inhib	16	-2	11	10	22	10	11
hIAP activ	1.2	1.3	1.2	0.97	1.2	0.99	0.78
NLRP3 yeast inh	9	7	-4	19	9	7	43
hIAP block	-19	-28	-24	3	-19	1	22
tim10-1 inh	31	19	-3	12	23	16	3
TIM10 inh	3	5	-16	0	3	13	-7
mIAP block	-4	19	-8	5	-9	19	12
